# Screening results from PubChem BioAssay.
# EPAC2 agonist: qHTS for Agonist of cAMP-regulated guanine nucleotide exchange factor 4 (EPAC2): primary screen | EPAC2 activation, biochemical qHTS; response scale: 100% = 6.5 mM cAMP response | Potency, µM (doses to about 154 µM), for inactives: at the top dose activation, most hits filed as activators | hit rate 0.079% among 360,000; further: potency means the concentration at half of the fitted maximal effect; nearly all actives have a fitted effect of over 50% in size
#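 Nucleotide exchange monitored as fluorescence drop when BODIPY-GDP leaves Rap1B. Reaction: 100 nM EPAC2, 250 nM RAP1B-BODIPY-GDP, 50 uM GDP, room temperature, kinetic read over 30 min. Activity expressed relative to 6.5 mM cAMP.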
# EPAC1 agonist: qHTS for Agonist of cAMP-regulated guanine nucleotide exchange factor 3 (EPAC1): primary screen; hit rate 0.073% among 360,000; EPAC1 agonist qHTS, biochemical assay; response scale: 100% = response to 6.5 mM cAMP; Potency, µM (doses to about 154 µM), for the others: at the highest dose activation, most hits filed as activators; Rap guanine nucleotide exchange factor 3 (Homo sapiens), O95398; AID 720707, 2013; further: potency means the concentration at half of the fitted maximal effect; nearly all actives have a fitted effect of over 60% in size
#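 Multi-concentration qHTS readout: loss of Rap1B-bound BODIPY-GDP fluorescence driven by 100 nM EPAC1 with excess GDP (50 uM), monitored kinetically at room temperature; agonist response expressed relative to 6.5 mM cAMP.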
# PI5P4Ka inh: qHTS for Inhibitors of phosphatidylinositol 5-phosphate 4-kinase (PI5P4K) | Phosphatidylinositol 5-phosphate 4-kinase type-2 alpha (Homo sapiens), P48426 | PI5P4Kalpha enzyme, ADP-Glo luminescence, 60 min; stronger effect = lower value | hit rate 1.2% among 330,000 | max response, % | AID 652105, 2013; active means max response of -50% or lower; inconclusive means between -30% and -50%; inactive means -30% or higher; further: value at the top dose of about 77 µM; on the % scale 0 is the no-effect control and ±100 the full control effect
# Target sequence (P48426 whole entry, looked up): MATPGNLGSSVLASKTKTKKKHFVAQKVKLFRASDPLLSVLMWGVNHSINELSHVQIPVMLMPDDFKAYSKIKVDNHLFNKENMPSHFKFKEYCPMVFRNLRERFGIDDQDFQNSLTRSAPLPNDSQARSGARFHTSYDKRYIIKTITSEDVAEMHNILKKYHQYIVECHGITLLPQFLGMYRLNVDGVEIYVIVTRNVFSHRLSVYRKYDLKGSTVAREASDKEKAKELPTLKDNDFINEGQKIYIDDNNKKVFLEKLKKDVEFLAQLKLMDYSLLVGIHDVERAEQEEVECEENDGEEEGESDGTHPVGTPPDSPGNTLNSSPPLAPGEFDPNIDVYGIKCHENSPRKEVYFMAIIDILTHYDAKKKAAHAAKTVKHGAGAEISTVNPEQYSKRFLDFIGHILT
#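 Single end-point luminescence (ADP-Glo) quantified ADP from PI5P4Kalpha turnover; ATP 5 microM final, 1 h at RT, 0.1% CHAPS and 0.28 mM EGTA in HEPES pH 7.4.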
# IL-2 act: qHTS of IL-2 Activators; IL-2 activation reporter assay, cell-based qHTS; stimulated with anti-CD3/CD4/CD28 beads; in transgenic mouse T cells; activation, % (series mostly up to about 46 µM); hit rate 0.065% among 360,000; in the data active means activation above about 50%; inconclusive means mostly about 30% to 49%; further: 0% is about no effect
#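 Unstimulated transgenic mouse T cells, 750 per well, received compound and, after 60 minutes, anti-CD3/anti-CD4 bead plus anti-CD28 stimulation. EGFP and DsRed were quantified after 18 hours.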
# EPAC1 antag: qHTS for Antagonist of cAMP-regulated guanine nucleotide exchange factor 3 (EPAC1): primary screen. Rap guanine nucleotide exchange factor 3 (Homo sapiens), O95398. EPAC1 GEF assay, Rap1b-BODIPY-GDP exchange fluorescence. Potency, µM (series often up to 115 µM), without a hit: at the top dose activity change, negative = inhibition, usual class: inhibitors. hit rate 0.14% among 360,000;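 further: potency means the concentration at half of the fitted maximal effect; plate controls were vehicle for no effect and positive control for full effect; nearly all actives have a fitted effect of over 50% in size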
# CCT chaperon mod: High-Throughput Screening for Modulators of Cytosolic Chaperonin Activity | purified chaperonin ATPase assay, HTRF ADP detection, 30 min | activity change, % (test concentration not listed), hits read low | hit rate 0.3% among 360,000 | AID 651819, 2012; in the data active means activity change below about -30%; further: on the % scale 0 is the no-effect control and ±100 the full control effect
#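 First, chaperonin was dispensed at 40 nM or 20 nM final depending on batch activity. Next, compounds were pinned at 76 uM and ATP added at 10 uM. After 30 min at 37 °C, ADP detection reagents ran 30 min at ambient temperature.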
# WRN inhibitor: qHTS for Inhibitors of WRN Helicase | Bifunctional 3'-5' exonuclease/ATP-dependent helicase WRN (Homo sapiens), Q14191 | WRN helicase unwinding, fluorescent forked duplex, kinetic | Potency, µM (doses to about 114 µM), without a hit: at the highest dose activity change, negative = inhibition, usual class: inhibitors | hit rate 0.46% among 360,000; further: potency means the concentration at half of the fitted maximal effect; on the % scale 0 is the no-effect control and ±100 the full control effect; nearly all actives have a fitted effect of over 55% in size
#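 Fluorescence dequenching readout, ex 525 nm/em 598 nm, kinetic mode: forked duplex DNA (100 nM final) with adjacent fluorophore and quencher unwound by WRN (20 nM final) with 2 mM ATP. Compound preincubation 15 min, room temperature.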
# PLK1 PBD block: qHTS for Inhibitors of PLK1-PDB (polo-like kinase 1 - polo-box domain): Primary Screen | Serine/threonine-protein kinase PLK1 (Homo sapiens), P53350 | Plk1 PBD binding of FITC phosphopeptide, fluorescence polarization | Potency, µM, for inactives: max response, negative = inhibition, most hits filed as inhibitors | hit rate 2.8% among 360,000 | AID 720504, 2013; further: potency means the concentration at half of the fitted maximal effect; series mostly up to about 57 µM; on the % scale 0 is the no-effect control and ±100 the full control effect; nearly all actives have a fitted effect of over 65% in size
# Target sequence (P53350 whole entry, looked up, the tested form may be a part): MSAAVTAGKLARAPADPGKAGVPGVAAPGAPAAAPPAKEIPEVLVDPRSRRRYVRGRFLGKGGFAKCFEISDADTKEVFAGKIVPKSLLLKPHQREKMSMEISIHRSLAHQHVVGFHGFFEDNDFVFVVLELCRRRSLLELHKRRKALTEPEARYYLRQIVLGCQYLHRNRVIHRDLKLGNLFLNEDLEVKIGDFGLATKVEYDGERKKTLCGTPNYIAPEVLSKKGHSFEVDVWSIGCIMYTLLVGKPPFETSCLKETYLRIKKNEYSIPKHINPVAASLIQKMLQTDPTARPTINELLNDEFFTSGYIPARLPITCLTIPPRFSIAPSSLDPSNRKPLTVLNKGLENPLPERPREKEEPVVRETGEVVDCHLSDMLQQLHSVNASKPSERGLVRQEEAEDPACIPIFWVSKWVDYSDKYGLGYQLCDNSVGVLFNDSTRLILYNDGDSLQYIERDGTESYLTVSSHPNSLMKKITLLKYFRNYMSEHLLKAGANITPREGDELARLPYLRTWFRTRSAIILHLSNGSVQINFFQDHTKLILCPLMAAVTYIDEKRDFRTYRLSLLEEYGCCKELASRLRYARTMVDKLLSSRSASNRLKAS
# An asterisk follows results filed as active; ? = inconclusive; / = no result given. Unless noted, the call rests on the fitted dose curve; in most records, active means well fitted curve in the direction sought with a large enough effect; inconclusive means small, poorly fitted or top-dose-only effect, or another doubt; inactive means no such curve, though single readings can be large; an effect the other way counts as inactive or inconclusive. The list is partial; count on the stated rates, not on these rows.
SMILES	EPAC1 antag	PI5P4Ka inh	IL-2 act	WRN inhibitor	CCT chaperon mod	PLK1 PBD block	EPAC2 agonist	EPAC1 agonist
O=C(CN1CCCCC1CO)c1ccc(OC(F)F)cc1 (stereo unspecified)	-0.2%	2.4	-0.1	-3.1%	-5.5	-5.1%	7.8%	9.9%
Cc1ccc(C)c2[nH]c(=O)c(CCNC(=O)CC(C)(C)C)cc12	-7.7%	3.7	0.2	-2.8%	0.7	10.9%	-4.3%	-14.5%
CC1(Cc2cc(Cl)ccc2C(F)(F)F)C(=O)Nc2ccc(OC(F)(F)F)cc21 (stereo unspecified)	-23.2%	-14.6	-0.9	-11.1%	1.0	-7.5%	-12.9%	-26.1%
O=C(Nc1ccnn1C1CCN(Cc2ccc(F)cc2)CC1)C1CC1	24.9%	-5.7	-0.4	8.2%	0.2	-15.0%	7.9%	0.3%
Cc1ccc(C(=O)Nc2ccc(S(=O)(=O)N3CCOCC3)cc2)cc1C	0.0%	2.8	1.5	-3.9%	-2.4	-13.6%	20.1%	12.2%
O=C(COC(=O)[C@H](Cc1ccccc1)NC(=O)c1ccco1)Nc1ccccc1OC(F)F	-7.4%	-1.1	-5.5	-9.1%	1.4	-3.7%	-0.4%	-13.7%
CCOP(=O)(OCC)C(C#N)=C1SCN(c2ccccc2)CS1	-1.2%	?	0.6	-13.5%	-5.2	?	3.1%	5.2%
CCn1cc(CN2CCCC(C(=O)Nc3ccc(-c4cscn4)cc3)C2)cn1 (stereo unspecified)	7.6%	-1.6	-2.2	-18.3%	-1.3	-8.9%	2.7%	8.4%

# (continued)
SMILES	EPAC1 antag	PI5P4Ka inh	IL-2 act	WRN inhibitor	CCT chaperon mod	PLK1 PBD block	EPAC2 agonist	EPAC1 agonist
O=C(Cc1ccccc1Cl)NNC(=O)Nc1ccccc1	-7.3%	-7.7	0.0	7.7%	1.7	-0.2%	-3.8%	-4.0%
CC(=O)Nc1ccc(-c2ccnc3c2CC(C(=O)NC(C)C)O3)cc1 (stereo unspecified)	-11.1%	0.6	0.0	-0.1%	0.7	-3.4%	3.4%	1.2%
CCOC(=O)c1cc2sccc2n1CC(=O)Nc1ccc(OC)cc1OC	-2.6%	/	-1.3	-1.1%	-0.5	-5.9%	-13.3%	-10.4%
O=C(COC(=O)c1cccc(F)c1)Nc1ccc(Cl)cn1	-7.1%	-6.6	0.8	7.4%	-0.9	0.8%	5.9%	7.5%
CNC(=O)c1nn(-c2ccccc2)ccc1=O	3.2%	3.7	0.6	3.7%	-3.7	-10.9%	-4.1%	8.6%
O=C(NNS(=O)(=O)c1ccccc1[N+](=O)[O-])c1ccc(O)cc1	-1.8%	-7.2	-2.4	-1.6%	-1.3	23.8µM*	0.7%	-0.7%
C=C1CCC(N(O)c2cc(C)on2)C(=C)CCC2C1CC2(C)C (stereo unspecified)	-22.4%	0.3	-0.2	-8.4%	-1.0	-8.4%	-3.3%	-17.6%
Cc1ccc(Cl)cc1NC(=O)N[C@@H](CC(C)C)C(=O)O	-19.0%	-1.1	4.4	-0.9%	-2.7	0.7%	2.4%	2.9%

# Continuation.
SMILES	EPAC1 antag	PI5P4Ka inh	IL-2 act	WRN inhibitor	CCT chaperon mod	PLK1 PBD block	EPAC2 agonist	EPAC1 agonist
O=S(=O)(NCCc1ccc(Cl)cc1)c1cccc2cccnc12	-0.5%	8.7	0.7	-5.8%	-1.4	-12.8%	11.1%	4.6%
Cn1c(=O)n(C)c2cc(NC(=O)CSc3ccccc3)ccc21	-9.6%	-1.3	-4.4	2.4%	-2.5	?	8.9%	-4.0%
Cc1cc(S(=O)(=O)N2CCCOC2CNC(=O)C(=O)NCCc2ccco2)ccc1F (stereo unspecified)	2.1%	7.9	-0.8	-7.3%	1.3	-2.4%	-2.8%	-2.8%
O=C(CN1CCc2ccccc2C1)Nc1cc(S(=O)(=O)N2CCOCC2)ccc1N1CCCC1	-8.4%	-10.2	1.1	4.2%	-1.6	-16.6%	7.4%	-5.2%
O=C(NCC1CCCO1)c1cc(-c2ccncc2)nc2ccccc12 (stereo unspecified)	-4.6%	3.3	-4.3	-2.7%	-1.3	-8.3%	13.3%	-5.2%
Cc1cc(N2CCOCC2)nc(N)n1	-21.4%	7.2	-1.6	0.1%	0.1	-11.2%	13.2%	0.4%
Cc1onc(-c2ccccc2)c1C(=O)Nc1ccc(S(=O)(=O)N2CCCC2)cc1	-4.9%	0.1	-3.0	-5.3%	1.1	3.1%	16.1%	3.9%
CC(C)c1onc(C(=O)N2CCOCC2)c1[N+](=O)[O-]	-3.0%	0.9	-3.0	-5.8%	-9.1	-8.2%	-1.6%	-5.4%

# Filtered by structure: the entries above with a nitro group on carbon
SMILES	EPAC1 antag	PI5P4Ka inh	IL-2 act	WRN inhibitor	CCT chaperon mod	PLK1 PBD block	EPAC2 agonist	EPAC1 agonist
O=C(NNS(=O)(=O)c1ccccc1[N+](=O)[O-])c1ccc(O)cc1	-1.8%	-7.2	-2.4	-1.6%	-1.3	23.8µM*	0.7%	-0.7%
CC(C)c1onc(C(=O)N2CCOCC2)c1[N+](=O)[O-]	-3.0%	0.9	-3.0	-5.8%	-9.1	-8.2%	-1.6%	-5.4%

# (cont.)
SMILES	EPAC1 antag	PI5P4Ka inh	IL-2 act	WRN inhibitor	CCT chaperon mod	PLK1 PBD block	EPAC2 agonist	EPAC1 agonist
CC(C)CN(CCOc1cccc(N2C(=O)C3=C(CCCC3)C2=O)c1)CC(C)C	-6.3%	6.3	-0.5	-19.6%	-2.8	-10.0%	-8.1%	-10.4%
COc1cc(C(=O)N[C@H](C(=O)NC2CCCc3ccccc32)C(C)C)cc(OC)c1OC (stereo partly specified)	-6.0%	-5.5	2.1	-26.5%	0.0	-12.4%	-10.4%	-3.1%
CC(C)OC(=O)c1ccc(Cn2nnc3ccccc3c2=O)cc1	-7.1%	/	-1.7	-2.8%	-5.2	-6.8%	16.8%	24.4%
CCOc1ccc(CCNS(=O)(=O)c2ccc3c(c2)N(C(C)=O)CCO3)cc1OCC	-7.9%	5.5	0.1	-2.2%	-1.0	-3.6%	7.0%	-2.7%
COc1cccc(-c2cnc(C(O)c3ccc(OC)c(F)c3)[nH]2)c1 (stereo unspecified)	12.0%	-7.6	1.3	3.0%	-0.4	0.4%	5.7%	-5.3%
CC(=O)n1cc([C@H]2C=C(C(=O)NCc3ccccc3)O[C@@H](OCCCCO)C2)c2ccccc21	4.1%	-0.6	0.0	-10.9%	-0.7	-4.3%	17.0%	11.5%
O=C(N/N=C/c1ccc(OC(=O)c2ccccc2Br)cc1)c1ccccn1	-6.4%	-1.3	2.9	-9.8%	-0.4	-9.3%	-3.4%	3.3%
O=C1Nc2ccccc2N=C(c2ccccc2)C1N(Cc1ccc(F)cc1)C(=O)c1cccnc1 (stereo unspecified)	-25.2%	2.5	-0.3	-2.5%	-0.6	5.0%	-0.2%	-2.5%

# The results go on.
SMILES	EPAC1 antag	PI5P4Ka inh	IL-2 act	WRN inhibitor	CCT chaperon mod	PLK1 PBD block	EPAC2 agonist	EPAC1 agonist
COc1ccc(S(=O)(=O)N2CCCOC2CNC(=O)C(=O)NCCO)cc1 (stereo unspecified)	4.8%	-23.1	0.2	-1.0%	0.1	-5.6%	5.0%	3.6%
CCOC(=O)C1CCCN(S(=O)(=O)c2ccc(NC(C)=O)cc2)C1 (stereo unspecified)	-12.5%	-0.6	-2.0	-4.0%	-0.6	-11.1%	9.1%	-1.8%
c1ccc(CCNc2ncnc3sccc23)nc1	10.8%	-6.1	-1.7	-2.5%	0.2	6.0%	-9.4%	-1.4%
Cc1ccc(OCCSCc2nc3ccccc3[nH]2)cc1	-4.8%	-0.2	1.1	-1.8%	-0.3	3.4%	-1.8%	6.2%
CCC(=O)Nc1cccc(-c2cn3ccccc3n2)c1	3.8%	-4.0	-0.7	-1.0%	3.1	-0.1%	-4.5%	-4.0%
COc1ccc(C2c3c(-c4ccccc4O)n[nH]c3C(=O)N2Cc2ccco2)cc1 (stereo unspecified)	-21.2%	-5.4	0.5	-5.6%	0.6	4.6%	20.9%	8.7%
CCOC(=O)C1=C(C)NC(SCC(N)=O)=C(C#N)C1c1cccs1 (stereo unspecified)	-8.7%	-3.6	0.9	-3.4%	-1.9	-15.8%	-19.6%	0.4%
COc1cc(S(=O)(=O)N2CCCCC2)ccc1NC(C)=O	5.1%	/	2.6	-2.6%	-0.3	-5.3%	9.3%	3.9%

# Following part
SMILES	EPAC1 antag	PI5P4Ka inh	IL-2 act	WRN inhibitor	CCT chaperon mod	PLK1 PBD block	EPAC2 agonist	EPAC1 agonist
O=C(NCc1ccco1)C1CC(=O)N(CCc2ccccc2)C1 (stereo unspecified)	4.9%	-12.4	-0.3	-3.7%	-2.3	-7.9%	1.5%	-3.9%
COc1ccc(Cl)cc1NC(=O)NCc1ccc2c(c1)OCO2	3.5%	4.1	-1.7	9.6%	-2.2	-6.3%	4.2%	2.1%
CCCc1cc(C(=O)OC)c2ccccc2n1	-14.7%	3.7	-0.3	12.4%	-2.2	-3.3%	-5.1%	-2.7%
CC(C(=O)NC1CCCC1)N(C(=O)CS(=O)CC(=O)Nc1ccc(F)cc1)c1ccc2c(c1)OCCO2 (stereo unspecified)	3.8%	/	-1.3	1.4%	-2.6	-1.9%	4.8%	-3.4%
COCCCC1CCN(C(=O)C2CCC(=O)N(CCc3ccccc3)C2)CC1 (stereo unspecified)	12.6%	-2.9	-1.2	1.2%	-2.4	-1.7%	2.7%	1.3%

# Fetched by compound from the list above, 3 records:
SMILES	EPAC1 antag	PI5P4Ka inh	IL-2 act	WRN inhibitor	CCT chaperon mod	PLK1 PBD block	EPAC2 agonist	EPAC1 agonist
COc1ccc(Cl)cc1NC(=O)NCc1ccc2c(c1)OCO2	3.5%	4.1	-1.7	9.6%	-2.2	-6.3%	4.2%	2.1%
O=C(Cc1ccccc1Cl)NNC(=O)Nc1ccccc1	-7.3%	-7.7	0.0	7.7%	1.7	-0.2%	-3.8%	-4.0%
O=C(N/N=C/c1ccc(OC(=O)c2ccccc2Br)cc1)c1ccccn1	-6.4%	-1.3	2.9	-9.8%	-0.4	-9.3%	-3.4%	3.3%
